Bioassay records as filed in PubChem.
A549_tox: A549 cytotoxicity, counter-screen for Nrf2 inhibitors; Potency, µM (series often up to 46 µM), inactives show top-dose activity change, negative = cytotoxicity, usual class: inhibitors; AID 504648; 0.16% of 390,000 active; A549 ARE-Fluc cells, CellTiter-Fluor viability, 18-24 h; also: potency is read from the fitted curve at half-maximal effect; % is scaled to controls: 0 for no effect and ±100 for the full control effect
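A549 ARE-Fluc cells in 5% FBS OPTI-MEM, 5000 cells/well, rested 2 h then exposed to compounds in concentration-response for 18-24 h at 37 °C. Viability by CellTiter-Fluor fluorescence (Ex 405/Em 525) after 30 min; luciferase luminescence (BugLite, 15 min, RT) read afterwards.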
ATXN2_expr_inh: inhibitors of ATXN2 expression; HEK-293 ATXN2-luciferase reporter, luminescence, 24 h; Potency, µM (doses to about 57 µM), without a hit: at the highest dose activity change, negative = inhibition, hits mostly inhibitors; 0.72% of 360,000 active; AID 1745845; also: potency is read from the fitted curve at half-maximal effect; % is scaled to controls: 0 for no effect and ±100 for the full control effect; nearly all actives have a fitted effect of over 55% in size
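ATXN2-luciferase reporter cells (luciferase flanked by upstream and downstream ATXN2 gene portions) were treated 24 h at 37 °C with compounds at up to 57 uM. SteadyGlo luminescence gave expression; GF-AFC fluorescence gave viability.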
Nrf2_block: blocks Nrf2 signaling; 2.1% of 360,000 active; A549 ARE-Fluc reporter, luciferase luminescence, 18-24 h; Potency, µM (doses to about 46 µM), for the others: top-dose activity change, negative = inhibition, hits mostly inhibitors; also: potency is read from the fitted curve at half-maximal effect; % is scaled to controls: 0 for no effect and ±100 for the full control effect; nearly all actives have a fitted effect of over 60% in size
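Nrf2 function is reported as luminescence of an ARE-controlled luciferase in A549 cells. Compounds were tested at several concentrations, and a CellTiter-Fluor read on the same wells flagged cytotoxicity.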
EPAC2_agonist: EPAC2 (human) agonism; Q8WZA2; EPAC2 activation, biochemical qHTS; response scale: 100% = 6.5 mM cAMP response; Potency, µM (highest dose often 154 µM), for inactives: top-dose activation, most hits filed as activators; 0.079% of 360,000 active; AID 720711; also: potency is read from the fitted curve at half-maximal effect; nearly all actives have a fitted effect of over 50% in size
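Setup: EPAC2 100 nM, labeled Rap1B complex 250 nM, free GDP 50 uM. Compound titrations pinned in, brief spin, 5 min room temperature incubation. Kinetic fluorescence read over 30 min, normalized to 6.5 mM cAMP.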
IL-2_act: activates IL-2 in a cell-based reporter assay | IL-2 activation reporter assay, cell-based qHTS; stimulated with anti-CD3/CD4/CD28 beads; in transgenic mouse T cells | activation, % (series mostly up to about 46 µM) | 0.065% of 360,000 active | AID 652025; in the data active = activation above about 50%; also: 0% is about no effect
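Readout is EGFP and DsRed signal by fluorescent plate cytometry after 18 h at 37 degrees C. Transgenic mouse T cells (750/well) received compound for 60 min before bead stimulation (anti-CD3, anti-CD4, anti-CD28); memory T cells served as non-tolerant control.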
Nrf2_ARE_act: activators of Nrf2 (ARE) signaling. AREc32 ARE-luciferase reporter (MCF7-derived line), luminescence, 24 h. Potency, µM (doses to about 46.1 µM), for the others: at the highest dose activation, hits mostly activators. 0.31% of 410,000 active; also: potency is read from the fitted curve at half-maximal effect; % of control where 0% means no effect; nearly all actives have a fitted effect of over 65% in size
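Cells of the AREc32 ARE-luciferase line are plated in OPTI-MEM containing 5% FBS and left overnight at 37 deg C. Compounds are pinned in, incubation continues 24 hr, and firefly luciferase signal is then measured.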
HepG2_viability: counter-screen for TGF-b inhibitors: cytotoxicity in HepG2 cells; HepG2 CAGA-GFP viability, ATP luminescence, 18 h; Potency, µM (doses to about 46.1 µM), without a hit: top-dose activity change, negative = cytotoxicity, actives largely listed as cytotoxic; 0.76% of 410,000 active; AID 588856; also: potency is read from the fitted curve at half-maximal effect; some results filed as inactive show a strong effect at the top dose
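HepG2 CAGA-GFP cells (1000/well, DMEM with 1% FBS) received compound, then TGF-beta at 500 pg/mL final, and were incubated 18 hours at 37 degrees C. Viability was read by CellTiter-Glo luminescence. Media-only wells were set as complete cell-killing and DMSO as no toxicity.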
S2_tox: cell viability loss in ATXN counter-screen | Potency, µM (titrated, usually from 56.7 µM), usual class: cytotoxic | 0.49% of 400,000 active | S2 cells (HEK-293 line with an ATXN2-luciferase reporter) viability, CellTiter-Fluor protease fluorescence, 24 h; also: potency is read from the fitted curve at half-maximal effect; nearly all actives have a fitted effect of over 40% in size
TGFb_SMAD3_inh: blocks TGF-b signaling; 1.2% of 410,000 active; AID 588855; Potency, µM (highest dose often 46.1 µM), inactives show at the top dose activity, negative = inhibition, hits mostly inhibitors; HepG2 CAGA-GFP TGF-b/SMAD3 reporter, GFP fluorescence, 18 h; TGF-beta stimulated, 500 pg/mL final; also: potency is read from the fitted curve at half-maximal effect; % is scaled to controls: 0 for no effect and ±100 for the full control effect; nearly all actives have a fitted effect of over 65% in size
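HEPG2 CAGA-GFP, 1000 cells/well; 2 h settle, 37 C; cpd via pin tool; TGF-b 500 pg/mL final; 18 h, 37 C; GFP imaging ex488/em500-530; %Activity normalised to -TGF-b and +DMSO controls; CRC fit, curve class.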
Starred values were filed as active, the others as inactive; i = inactive; & = joins results of further samples. Unless noted, calls follow the shape of the dose curve; as a rule, active = well fitted curve in the direction sought with a large enough effect; inconclusive = small, poorly fitted or top-dose-only effect, or another doubt; inactive = no such curve, though single readings can be large; an effect the other way counts as inactive or inconclusive. These rows are one share of the data; rates above refer to the full screens.

SMILES A549_tox ATXN2_expr_inh Nrf2_block EPAC2_agonist IL-2_act Nrf2_ARE_act HepG2_viability S2_tox TGFb_SMAD3_inh
O=C(CCN1CCN(CCO)CC1)N1c2ccccc2Sc2ccc(C(F)(F)F)cc21 -12.1% -21.7%&4.5% -16.6% 5.0% 0.2 11.2% -22.3% i -7.9%
